# GAA inh: inhibitors of human lysosomal alpha-glucosidase; P10253; purified human GAA, 4-MU-alpha-glucoside fluorescence; Potency, µM (series often up to 76.9 µM), inactives show at the highest dose activity change, negative = inhibition, usual class: inhibitors; 0.005% of 200,000 active; AID 1466;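 further: potency means the concentration at half of the fitted maximal effect; plate controls were uninhibited enzyme wells for no effect and no-enzyme background for full effect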
#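 Activity normalized between no-enzyme (basal) and enzyme-only wells. Conditions: 4 nM human enzyme, 400 uM fluorogenic substrate, citrate/phosphate pH 5.0 with Tween-20, 20 min room temperature, compounds up to 77 uM.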
# Lamin A splicing: changes lamin A minigene splicing in HeLa cells; HeLa LMNA splicing GFP/RFP minigene ratio, 48 h; Potency, µM (highest dose often 46.1 µM), for the others: top-dose ratio change, negative = inhibition, actives largely listed as inhibitors; 0.01% of 200,000 active; AID 1487; active means well fitted inhibition curve with a large enough effect in the signal ratio, with a control signal flat, not every such curve was filed as active; inconclusive means small, poorly fitted or top-dose-only effect, or effect the other way, or a change in a side signal; the % refers to the signal ratio; further: potency means the concentration at half of the fitted maximal effect; on the % scale 0 is the no-effect control and ±100 the full control effect
#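 S3 HeLa cells stably expressing lamin A-EGFP splicing minigene plus DsRed2, 600 cells/well, 48 h compound exposure at 37C. Laser-scanning cytometry; analysed as GFP (500-530 nm)/RFP (575-640 nm) total intensity ratio; 0.5% DMSO vehicle.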
# CBFb RUNX1 block: inhibitors of human CBF-beta and RUNX1 interaction | Q01196+Q13951 | AlphaScreen CBFb-His/RUNX1-biotin binding, biochemical | Potency, µM (top dose mostly 59.8 µM), inactives show top-dose activity, negative = inhibition, most hits filed as inhibitors | 230,000 tested, under 10 active | AID 1477; further: % of control where 0% means no effect
# Target sequence (Q01196 whole entry, looked up): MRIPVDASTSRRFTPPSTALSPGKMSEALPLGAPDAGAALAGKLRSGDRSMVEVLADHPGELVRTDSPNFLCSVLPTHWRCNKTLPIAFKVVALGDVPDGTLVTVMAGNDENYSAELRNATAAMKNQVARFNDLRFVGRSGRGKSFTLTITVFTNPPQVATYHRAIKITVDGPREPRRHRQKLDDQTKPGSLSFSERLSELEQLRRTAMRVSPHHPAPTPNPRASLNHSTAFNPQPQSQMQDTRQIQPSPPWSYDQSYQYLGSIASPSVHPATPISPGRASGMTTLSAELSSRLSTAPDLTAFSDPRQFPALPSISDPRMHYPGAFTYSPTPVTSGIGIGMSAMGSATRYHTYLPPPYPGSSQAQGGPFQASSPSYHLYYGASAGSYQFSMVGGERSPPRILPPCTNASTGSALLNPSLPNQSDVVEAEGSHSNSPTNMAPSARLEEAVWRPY
# Target sequence (Q13951 whole entry, looked up): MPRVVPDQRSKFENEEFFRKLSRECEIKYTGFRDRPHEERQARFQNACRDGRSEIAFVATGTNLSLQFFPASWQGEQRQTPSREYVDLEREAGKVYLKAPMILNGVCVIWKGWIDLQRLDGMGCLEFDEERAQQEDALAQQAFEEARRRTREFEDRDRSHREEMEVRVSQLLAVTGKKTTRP
#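 AlphaScreen proximity signal reports loss of binding between His-tagged CBF-beta and biotin-labelled RUNX1, each at 30 nM. Proteins are pre-associated for 20 minutes, compounds added for 15 minutes, then beads for 90 minutes, all at ambient temperature.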
# aGlu spleen mod: lysosomal alpha-glucosidase (human) modulation; Potency, µM (titrated, usually from 79.9 µM), for inactives: top-dose activity change, negative = inhibition, actives largely listed as inhibitors; 0.006% of 240,000 active; P10253; human spleen homogenate, 4-MU-alpha-glucoside fluorescence;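 further: potency means the concentration at half of the fitted maximal effect; 0% = enzyme with vehicle and -100% = no enzyme basal signal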
#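 Human spleen homogenate (1 ug) with 4-methylumbelliferyl-alpha-D-glucopyranoside (1 mM final) in 50 mM citrate/phosphate pH 5.0, 0.01% Tween-20; 40 min at 37 C. Stopped at pH 10; 4-MU fluorescence Ex 365/Em 440 nm; AC50 by Hill fit.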
# GAA glycogen mod: alters human alpha-glucosidase cleavage of glycogen; P10253; recombinant GAA, glycogen substrate, Amplex Red glucose oxidase fluorescence; Potency, µM (titrated, usually from 76.4 µM), for the others: at the highest dose activity change, negative = inhibition, hits mostly inhibitors; 0.38% of 300,000 active;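 further: potency means the concentration at half of the fitted maximal effect; 0% = full enzyme reaction and -100% = no-enzyme basal signal; the screen sought inhibitors and activators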
#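 qHTS, 1536-well; enzyme 4 nM final; cpd up to 77 uM; substrate bovine liver glycogen 30 ug; 50 mM citrate/phosphate pH 5.0, 0.01% Tween-20; 37 C, 40 min; Amplex Red detection 45 min RT; Hill fit → AC50.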
# HTT cytoprotect: Huntington cell model cytoprotection by ATP luminescence; PC12 HTT-Q103 induced, cytoprotection, ATP luminescence, 40 h; Potency, µM (highest dose often 56.4 µM), without a hit: cytoprotection (ATP increase), actives largely listed as activators; 0.14% of 230,000 active; AID 1471;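 further: potency means the concentration at half of the fitted maximal effect; % of control where 0% means no effect; nearly all actives have a fitted effect of over 45% in size; toxic huntingtin expression switched on by the ecdysone agonist tebufenozide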
#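 Compounds added alongside 100 nM tebufenozide, which induces toxic Q103 huntingtin exon 1-GFP in stable PC12 cells; surviving cells quantified by luminescent ATP measurement. Medium: phenol red-free DMEM, 5% equine and 5% calf serum.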
# HttQ103 aggreg: inhibitors of mutant huntingtin aggregate formation in PC12 cells | Potency, µM (titrated, usually from 46.1 µM), for inactives: at the top dose activity change, negative = inhibition, hits mostly inhibitors | 1.1% of 220,000 active | PC12 HttQ103-GFP aggregates, Acumen cytometry, 40 h; further: potency means the concentration at half of the fitted maximal effect; on the % scale 0 is the no-effect control and ±100 the full control effect; nearly all actives have a fitted effect of over 60% in size
#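 Aggregates are detected as GFP objects 1–25 µm with signal 6 STDEV over background in lysates of induced PC12 cells. These carry Huntingtin exon 1 with 103 glutamines fused to GFP under an ecdysone promoter; compounds titrated.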
# * marks the source's active call; other numbers are inactive results; ? = inconclusive; · = no result given; & = joins results of further samples; [ ] = dose if it differs, or a comment. Unless noted, the call rests on the fitted dose curve; in most records, active means well fitted curve in the direction sought with a large enough effect; inconclusive means small, poorly fitted or top-dose-only effect, or another doubt; inactive means no such curve, though single readings can be large; an effect the other way counts as inactive or inconclusive. Not a hit list, and some 1.5% of all compounds hit somewhere here.
SMILES,GAA inh,Lamin A splicing,CBFb RUNX1 block,aGlu spleen mod,GAA glycogen mod,HTT cytoprotect,HttQ103 aggreg
COc1nc(N=C(N)N)nc2c(C)cccc12,7%,-3%,0%,5%,6%,4%,-5%
C=CCn1c(SCC(=O)N2CCc3ccccc3C2)nc2ccccc2c1=O,0%,4%,8%,-5%,4%,-46%[inhibitor],-20%
CC(C)(C)NC(=O)CSc1nncn1-c1ccccc1,-2%,8%,4%,-2%,2%,-4%,1%
CCOC(=O)c1cnc(SC)nc1Oc1cccc(NS(=O)(=O)c2ccccc2)c1,-6%,8%,12%,-5%,9%,-15%,-4%
COc1ccc(N/C(N)=N/c2nc(C)cc(C)n2)c(OC)c1,9%,?,-3%,5%,-10%,·,·
CSc1ccc(S(=O)(=O)Nc2ccc(OCC(=O)N3CCOCC3)cc2)cc1,7%,16%[46 µM],7%,3%,-1%,-56%[inhibitor],?
COc1ccc(CCNC(=O)CSc2nnc(Cc3cccn3C)n2C)cc1OC,4%,·,0%,1%,1%,-13%,6%
CCOc1ccc(NC(=O)CN(C)C(=O)C2CCCC2)cc1OCC,0%,·,5%,-7%,0%,-22%,1%
C[C@@H]1CC[C@H]2C(=O)NC[C@@H](O)CN2[C@@H]1c1ccc(Br)cc1,·,·,-11%[13.1 µM],3%[17.4 µM],·,2%[10 µM],·
Cc1c(/C(O)=C2/C(=O)C(=O)N(CCN3CCOCC3)C2c2cccnc2)cnn1-c1ccccc1 (centres undefined),-2%,-1%,1%,-5%,6%,36%,3%
NC(=O)/C=C/C(=O)Nc1ccc(Cl)cc1,-2%,?,-1%,2%,-3%,-184%[inhibitor],?
Cc1nnc(SCC(=O)O)s1,?,·,2%,-3%,-8%,37%[10 µM],7%[9.22 µM]
CCN(CC)S(=O)(=O)c1ccc(N/N=C/c2cccnc2)nc1,·,·,8%,-5%,3%,14%[10 µM],-23%[9.22 µM]
O=C(NCCc1ccccc1)C1CCCN(S(=O)(=O)c2cccnc2)C1 (centres undefined),-2%,1%,1%,-5%,4%,-8%,1%
COCCNC(=O)c1onc(CSc2ccncc2)c1C(=O)NCCOC,·,·,7%,-1%,5%,30%[10 µM],-8%[9.22 µM]
O=C1N2CCSC2=NC1(Nc1ccccn1)C(F)(F)F (centres undefined),5%,?,2%,0%,3%,-10%,?
O=C(Nc1ccccn1)c1ccc(Cl)c([N+](=O)[O-])c1,-6%,-3%[46 µM],5%,-5%,1%,-5%[10 µM],-5%[9.22 µM]
COc1cc(C(=O)NCCOc2ccccc2C)c(Br)c(OC)c1OC,10%,-6%,-18%,-3%,-1%,-12%[10 µM],-11%
CCCOc1ccc(N2CC(C(=O)Nc3ccccn3)CC2=O)cc1 (centres undefined),-12%,3%,0%,5%,5%,-14%[10 µM],5%
CCc1ccc(NC(=S)N2CCCCCCC2)cc1,-3%,-14%[46 µM],12%,9%,10%,-23%[10 µM],-4%

# Reformatted: 2 of the compounds above.
mol	GAA inh	Lamin A splicing	CBFb RUNX1 block	aGlu spleen mod	GAA glycogen mod	HTT cytoprotect	HttQ103 aggreg
O=C(Nc1ccccn1)c1ccc(Cl)c([N+](=O)[O-])c1	-6%	-3%[46 µM]	5%	-5%	1%	-5%[10 µM]	-5%[9.22 µM]
O=C(NCCc1ccccc1)C1CCCN(S(=O)(=O)c2cccnc2)C1 (centres undefined)	-2%	1%	1%	-5%	4%	-8%	1%

# (continued)
SMILES,GAA inh,Lamin A splicing,CBFb RUNX1 block,aGlu spleen mod,GAA glycogen mod,HTT cytoprotect,HttQ103 aggreg
NS(=O)(=O)c1cccc(NC(=O)CSc2ncc(C(F)(F)F)cc2Cl)c1,-4%,?,3%,2%,-1%,-9%[10 µM],14%
CC(CCC(=O)O)(c1ccc(O)cc1)c1ccc(O)cc1,·,·,-10%[21.7 µM],7%,·,-17%[10 µM],·
CCOc1cc(Br)c(Br)c(C=Nc2ccc(NC(C)=O)cc2)c1O,-5%,-21%,0%,1%,0%,4%[10 µM],?
CCn1c(SC/C=C/c2ccccc2)nnc1-c1cnccn1,-9%,-15%,0%,7%,2%,2%,-13%
O=C(CS(=O)(=O)Cc1ccccc1)Nc1ccccn1,0%,7%,10%,-3%,-8%,3%[1.9 µM],4%
CCC(Sc1ncccc1C(=O)OCCN1CCCC1=O)C(=O)NCc1ccco1 (centres undefined),-1%,10%,-1%,-6%,15%,-3%[0.074 µM],20%
O=C1COc2ccc(C(=O)COC(=O)CCSc3ccc(Cl)cc3)cc2N1,-10%,·,-2%,2%,6%,-9%[10 µM],3%
CC12CN(Cc3ccccc3)CC(C)(CN(Cc3ccccc3)C1)C2=NO,-3%,6%,0%,1%,11%,-3%,-9%
Cc1sc2ncnc(SCc3ccco3)c2c1C,2%,11%,7%,-2%,2%,-17%,-21%
Cn1c(CO)cnc1SCc1c(Cl)cccc1Cl,-4%,-7%,2%,-3%,9%,-8%,-5%
COc1cc(C)ccc1OCCCOc1ccccc1Br,2%,-8%,21%,1%,-12%,-1%,17%
COC(=O)CCNc1ccc2c(c1)OCCO2,-13%,2%,-1%,2%,-11%,-4%,-14%
O=C(CN1CCN(Cc2ccccc2)CC1)c1ccccc1,1%,0%,-3%,-3%,5%,12%,1%
Cc1ccc(C)c(NC(=O)CSc2nnc(CCCCCNC(=O)OC(C)(C)C)o2)c1,-4%,-22%,11%,0%,0%,-4%[10 µM],2%
Cc1ccc(-n2c(SCC3CCCCO3)nnc2-c2ccco2)cc1 (centres undefined),-4%,1%,3%,3%,6%,-3%,-1%
Clc1ccc(-n2nnnc2-c2cnc3ccc(Cl)cc3c2-c2ccccc2)cc1,·,·,-13%,-14%,6%,39%[10 µM],-5%[9.22 µM]
COc1ccc(S(=O)(=O)N2CCCc3ccccc32)cc1OC,·,·,8%,-5%,-6%,2%[10 µM],-6%[9.22 µM]
Brc1ccc(-c2ccc(/C=N/Nc3nc4ccccc4[nH]3)o2)cc1,-12%,-8%,-4%,-13%,?,-36%[10 µM],-2%
CCOC(=O)c1c(C)n(C)c2cc(Br)c(O)c(O)c12,·,·,-3%,5%,?,-2%[10 µM],-5%[9.22 µM]
CCn1ccnc1CN(C)Cc1nc(-c2ccc(C(=O)OC)cc2)no1,·,·,-4%,1%,6%,11%[10 µM],9%[9.22 µM]
O=C(/C=C/c1cccc([N+](=O)[O-])c1)NCCSCc1cccc(Cl)c1,-3%,?,-21%,2%,-10%,4%[10 µM],11%
COC(=O)Nc1ccccc1C(=O)N1CCCCC1,?,-11%,6%,-6%,7%,8%[10 µM],-9%
C=CCn1nnnc1SCC(=O)Nc1cccc(OC)c1,0%,9%,0%,-1%,-1%,13%,7%
CCN1CCN(C(=O)c2cc3sccc3n2CC(=O)c2ccccc2)CC1,1%,7%,2%,3%,-4%,-9%[10 µM],1%
CC(C)c1ccc(NC(=S)Nc2ccc3cn[nH]c3c2)cc1,-5%,0%[46 µM],-1%,1%,6%,-14%,-16%
O=C(c1ccc(Br)cc1)c1cc([N+](=O)[O-])ccc1N1CCCCC1,1%,?,-11%,-7%,-2%,-112%[inhibitor],27%
COc1cc(CNCCc2ccc(S(N)(=O)=O)cc2)ccc1OCC(=O)NC1CCCCC1,-9%,5%,0%,-1%,-1%,-21%,25%
O=C(CNc1ccccc1-c1ccccc1)NCc1ccccc1,0%,13%,-7%,0%,-16%,15%[10 µM],4%
CCOC(=O)c1oc2c(c1C)C(=O)CCC2,12%,-1%,4%,3%,-10%,25%[10 µM],9%
O=C(Nc1ccc(Cl)cc1)OCCN1CCN(Cc2ccccc2)CCC1=O,·,·,-14%,2%,·,-42%[inhibitor],·

# Individual results from the list.
# aGlu spleen mod, C=CCn1c(SCC(=O)N2CCc3ccccc3C2)nc2ccccc2c1=O = -5%
# CBFb RUNX1 block, Clc1ccc(-n2nnnc2-c2cnc3ccc(Cl)cc3c2-c2ccccc2)cc1 = -13%

# Other entries
SMILES,GAA inh,Lamin A splicing,CBFb RUNX1 block,aGlu spleen mod,GAA glycogen mod,HTT cytoprotect,HttQ103 aggreg
O=C(NCc1ccccn1)c1ccc2c(=O)n(CCc3ccccc3)c(=O)[nH]c2c1,?,7%[46 µM],?,11%,3%,-35%[inhibitor],?
c1ccc(CSc2ncnc3c2cnn3-c2ccccc2)cc1,1%,-10%,14%,3%,-2%,-5%[10 µM],14%
COc1cccc(NC(=O)N2CCCC2C(=O)NC2CC2)c1 (centres undefined),4%,6%,-2%,-5%,5%,2%,-8%
C=CCOC(=O)C1=C(C)OC(N)=C(C#N)C1c1c(C)nn(-c2ccccc2)c1Cl (centres undefined),?,5%,5%,-5%,-19%,-26%,7%[9.22 µM]
CCOc1cc(/C=N/Nc2ncnc(Cl)c2N)ccc1O,-5%,10%,9%,-24%,0%,20%[0.074 µM],3%
COc1cc(/C=N/NC(=O)c2ccc(Cn3cc([N+](=O)[O-])cn3)o2)cc(Br)c1O,-9%,-6%[46 µM],1%,-4%,8%,-23%[10 µM],-19%[9.22 µM]
CN(Cc1cn(C)nc1-c1ccc(Oc2ccccc2)cc1)Cc1cnc2ccccn12,-3%,7%[46 µM],-3%,1%,-10%,-3%[10 µM],-6%[9.22 µM]
CCCCCCn1c(=O)[nH]c2c(c1=O)CCC2,·,·,0%,7%,2%,12%[10 µM],-11%[9.22 µM]
COc1ccc(C2c3ccc(O)cc3Oc3ncn(Cc4ccco4)c(=N)c32)cc1 (centres undefined),·,·,4%,10%,-4%,5%[10 µM],-10%[9.22 µM]
CC1=C(n2nnc([N+](=O)[O-])n2)C(c2cccnc2)C(C#N)=C(N)O1 (centres undefined),7%,?,5%,-13%,6%,·,-20%
C=CCc1ccc(O)c(OC)c1,·,-9%,12%[21.7 µM],3%&5%&5%,·,20%[1.9 µM],4%
COC(=O)C1(C(=O)OC)CC2=CCC3C(=O)N(c4ccccc4)C(=O)C3C2Cc2ccccc2[C@@H]1C[N+](=O)[O-] (some centres undefined),·,·,15%,0%,·,?,·
CN(c1ccccc1C(=O)Nc1ccc(F)c(Cl)c1)S(C)(=O)=O,12%,-9%[46 µM],2%,0%,18%,-10%,-20%[9.22 µM]
S=C(Nc1ccc(Br)cc1)N1CCN(C2CCCCC2)CC1,-5%,-7%,11%,0%,-7%,?,3%
